MOR-DOR inv ag – inverse agonists of human mu-delta opioid receptor heterodimerization; P35372+P41143; 340,000 compounds, 0.21% hits; cell-based MOR-DOR heterodimer luminescence, inverse agonism; inhibition, % at 9.3 µM; AID 504357; in the data active means inhibition above about 22%, passing the limit was not always enough;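 further: 0% = cells with DMSO and 100% = wells without cells with DMSO; values of inactives mirror those of a sister screen read the other way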
Target sequence (P35372 whole entry, looked up): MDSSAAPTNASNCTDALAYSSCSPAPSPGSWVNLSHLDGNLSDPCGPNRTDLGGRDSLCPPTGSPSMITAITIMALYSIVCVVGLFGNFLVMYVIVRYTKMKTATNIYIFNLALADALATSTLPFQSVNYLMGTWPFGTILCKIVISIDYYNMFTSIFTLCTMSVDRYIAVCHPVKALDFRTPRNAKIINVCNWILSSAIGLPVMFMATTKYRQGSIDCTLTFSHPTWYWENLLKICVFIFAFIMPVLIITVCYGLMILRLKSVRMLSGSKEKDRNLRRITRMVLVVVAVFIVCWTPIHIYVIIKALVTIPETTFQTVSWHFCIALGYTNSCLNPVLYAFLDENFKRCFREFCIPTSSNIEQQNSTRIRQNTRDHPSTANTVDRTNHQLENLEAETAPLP
Target sequence (P41143 whole entry, looked up): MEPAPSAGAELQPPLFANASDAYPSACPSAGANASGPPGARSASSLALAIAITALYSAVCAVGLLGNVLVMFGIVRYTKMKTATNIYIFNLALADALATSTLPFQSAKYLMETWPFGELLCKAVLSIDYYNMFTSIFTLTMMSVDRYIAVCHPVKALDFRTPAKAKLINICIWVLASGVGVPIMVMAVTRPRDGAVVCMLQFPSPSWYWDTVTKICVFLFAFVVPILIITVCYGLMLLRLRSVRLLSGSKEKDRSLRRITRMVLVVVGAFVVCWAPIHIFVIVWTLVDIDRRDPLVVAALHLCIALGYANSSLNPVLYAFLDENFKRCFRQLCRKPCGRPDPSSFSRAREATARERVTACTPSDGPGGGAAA
PKA-R2B activ – PKA-R2B complex activation. P22694+P31323. PKA-R2B holoenzyme dissociation, Cy5-IP20 fluorescence polarization; R2B truncated from residue 108, S112A mutant; 0% DMSO only, 100% 113 µM cGMP. activation, % at 11.4 µM. 340,000 compounds, 0.079% hits. AID 504700;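 active means activation above a cutoff set at the mean over all compounds plus 3 SD, cut at about 18% in these data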;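 further: higher means more holoenzyme dissociation and a rise in polarization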
PfHsp90 yeast 2 – growth inhibition of yeast expressing Plasmodium Hsp90; S. cerevisiae expressing PfHsp90, BacTiter-Glo ATP, 48 h; yeast lacking PDR1 and PDR3 efflux regulators; inhibition, % at 9.4 µM; 310,000 compounds, 0.32% hits; AID 504621;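 active means every replicate shows inhibition above about 80%, whatever the replicate mean, limit read from the data; inconclusive means mean inhibition reaches the set limit but some replicate falls short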;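 further: 0% = DMSO neutral controls and 100% = 20 µM radicicol positive controls; yeast relying on Plasmodium falciparum Hsp90 in place of its own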
Ecoli viability – bacterial growth inhibition, counter-screen for AddAB inhibitors | E. coli V3065 growth, OD600 absorbance, 18 h | inhibition, % at 11.9 µM | 330,000 compounds, 0.27% hits | AID 449728;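 active means inhibition above the campaign's mean inhibition across all tested compounds plus 3 SD, cut at about 9.9% in these data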;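 further: uninfected addAB+ strain grown without phage in ampicillin broth; 0% = DMSO wells and 100% = ciprofloxacin 0.95 µg/ml wells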
MOR-DOR ag – OPRM1-OPRD1 heterodimerization agonism | cells, luminescence | activation, % at 9.3 µM | 340,000 compounds, 0.3% hits | AID 504326; in the data active means activation above about 18%;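 further: 0% = vehicle-treated cells and 100% = reference agonist; values of inactives mirror those of a sister screen read the other way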
AddAB inh – less growth of phage-infected E. coli with AddAB | inhibition, % at 11.9 µM | E. coli expressing H. pylori AddAB, absorbance growth | 330,000 compounds, 0.29% hits; in the data active means inhibition above about 12%;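 further: 0% = vehicle wells of infected cells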
SUMO Mot1 rescue – blocks SUMOylation pathway, rescuing yeast Mot1-301 growth. 320,000 compounds, 1% hits. AID 2716. growth rescue, % at 18.8 µM. S. cerevisiae Mot1-301 growth rescue, ATP luminescence, 38.5C; percent above DMSO median, 100 means doubled;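 active means every valid replicate shows activation above 250% relative to neutral control wells; inactive means the rest, any valid replicate at or below 250%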;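 further: OY570 slx delta 5 strain wells were the positive control but not used for scaling; some compounds called inactive have numbers as strong as hits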
HTR5A inv ag – HTR5A inverse agonism, opioid heterodimer counter-screen. AID 504634. P47898. HTR5A cell line, luminescence. 340,000 compounds, 0.083% hits. inhibition, % at 9.3 µM; in the data active means inhibition mostly above about 23%, no sharp cut-off; inactive means mostly below about 18%;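 further: 0% = cells with DMSO and 100% = no-cell wells with DMSO; some compounds called inactive have numbers as strong as hits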
PKA-R1A activ – activators of PKA-R1A complex; PKA-R1A dissociation, Cy5-IP20 fluorescence polarization; scaled: DMSO 0%, 113 µM cGMP 100%; activation, % at 11.4 µM; 340,000 compounds, 0.083% hits; AID 504707;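 active means percent activation above the mean of all tested compounds plus 3 SD, cut at about 19% in these data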;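 further: higher means more PKAc released from R1A so a rise in polarization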
Tat transport – E. coli Tat transport inhibition. AID 488895. 340,000 compounds, 0.036% hits. inhibition, % at 10 µM. E. coli MC4100 TorA-mCherry Tat export, fluorescence;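 active means mean replicate inhibition at least 50% and at least half of replicates individually reaching 50%; inconclusive means only one of the two criteria met; inactive means neither criterion met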;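 further: exported cargo escapes ClpAP degradation while cytoplasmic cargo is degraded and loses fluorescence; 0% = median of neutral control wells and 100% = median of NaSCN control wells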
phage Ecoli inh – E. coli growth loss with phage present; growth absorbance; inhibition, % at 11.9 µM; 360,000 compounds, 0.26% hits; AID 651602; in the data active means inhibition above about 11%
* = called active by the depositor; ? = inconclusive; . = not tested or not shown.

SMILES	MOR-DOR inv ag	PKA-R2B activ	PfHsp90 yeast 2	Ecoli viability	MOR-DOR ag	AddAB inh	SUMO Mot1 rescue	HTR5A inv ag	PKA-R1A activ	Tat transport	phage Ecoli inh
CCOC(=O)C1CCCN(C(=O)c2cccs2)C1 (centres undefined)	15	7	-1	0.4	-2.4	-0.4	-7	-7	-1	-1	2.4
CNC(=O)c1ccc(NC(=O)c2ccc3c(=O)n4c(nc3c2)CCC4)cc1	7	1	-12	0.3	-1.6	0.6	1	-7	7	-7	1.4
Cc1cc(N2C(=O)NC(=O)CC2C)c(C)cc1C(C)C (centres undefined)	10	6	6	-0.4	-1.9	-2.8	-9	7	10	-3	2.3
Cc1ccc2c(C)nc(Nc3nc(CSc4nc5ccccc5[nH]4)cc(=O)[nH]3)nc2c1	-12	3	-10	-2.4	2.0	1.4	27	-4	1	-2	2.8
O=C(OCC(=O)N1CCOCC1)c1cccc(S(=O)(=O)Nc2ccc(F)cc2)c1	9	-1	-15	-1.9	-2.4	2.1	13	-10	-1	5	-0.9
COc1ccc(-c2noc(C3CCCN(C(=O)Nc4ccccc4F)C3)n2)cc1 (centres undefined)	-3	3	-77	1.4	0.6	1.7	9	-2	-8	-3	4.0
O=c1c(=O)n2c(nn1Cc1ccc(F)cc1)sc1ccccc12	2	2	5	0.5	-0.4	5.2	-1	-2	7	-1	3.0
COc1ccccc1NC(=O)CSc1nnc(-c2ccncc2)o1	-4	-8	-9	0.3	0.6	1.4	-13	4	-12	-2	2.6
CC(C)CCNc1nc(-c2ccco2)c2c(c1C#N)CCCC2	0	-5	6	-1.4	0.1	3.2	5	5	12	-1	2.6
COc1ccc(CCNC(=O)c2cccc(S(=O)(=O)N3CCCCC3)c2)cc1	5	-1	-10	-3.2	-0.9	1.6	3	-5	-13	3	1.8
COc1ccc(C(=O)N/N=C\C(C)=C\c2ccccc2)cc1OC	9	-1	8	1.7	-1.9	1.2	-9	-10	-8	2	4.8
Cc1ccc(NC(=O)COC(=O)C2(CC(=O)NC(C)C)CCCC2)cc1C	1	0	-9	3.1	-0.2	0.0	-8	-4	-4	10	-0.3
Cc1cc(C)c(-c2csc(NC(=O)c3n[nH]c(=O)c4ccccc34)n2)c(C)c1	3	0	-24	-1.3	-0.6	4.0	-21	-23	-10	3	2.9
Cc1ccc(S(=O)(=O)N/N=C\c2ccccc2OCc2ccccc2)cc1	-11	5	5	1.7	1.9	2.1	17	-21	-14	-8	0.5
Cc1ccc(C23CC4CC(CC(CN)(C4)C2)C3)cc1	-34	-2	2	.	6.7	.	.	-5	-8	3	4.8
CN(C(=O)COC(=O)COc1ccc(Cl)cc1)C1CCCCC1	15	-3	-20	-1.1	-2.6	2.6	-9	-12	-1	8	4.8
COc1ccc(C(CCN2CCOCC2)c2c(OC)cc(OC)c3c(-c4ccccc4)cc(=O)oc23)cc1 (centres undefined)	6	-8	16	0.2	-1.2	-1.9	.	15	3	-1	0.0
CC(=O)Nc1ccc(-c2nnc(SCc3ccc(C)cc3)n2C)cc1	5	-9	9	-4.7	-1.0	-0.2	8	14	7	2	3.4
COc1ccc2oc(=O)c(-c3ccccc3C(=O)N3CCOCC3)cc2c1	-5	-5	-2	3.2	0.9	4.3	61	3	9	-6	-0.8
CCCCC(=O)OCc1c(-c2cccc(OC)c2)ncc2ccccc12	-33	8	-11	1.8	6.1	1.1	-13	-20	-13	8	1.1
Cn1ccnc1C(=O)c1cc(SCC(=O)NC2CC2)nc2ccccc12	9	3	-14	1.4	-1.8	-0.5	-4	1	-2	7	0.8
COc1ccc2nc(SCCOC(=O)Nc3ccc(Cl)cc3)nc(C)c2c1	-22	-3	-21	1.1	3.3	0.5	-17	-14	-15	1	1.5
O=C(COc1ccc(F)c(Cl)c1)Nc1ccc(N2CCOCC2)cc1	-2	-6	-10	-0.7	0.4	-3.1	26	-1	-3	-10	3.2
CCOc1cc(S(=O)(=O)N2CCN(CC)CC2)ccc1Cl	7	-2	0	2.7	-1.2	2.6	5	1	1	-9	3.0
O=c1[nH]c2ccc(Cl)cc2c(=O)n1Cc1ccco1	13	-8	27	3.1	-2.9	3.2	-11	8	4	12	2.1

6 compounds picked at random from the list so far, as already listed:
SMILES	MOR-DOR inv ag	PKA-R2B activ	PfHsp90 yeast 2	Ecoli viability	MOR-DOR ag	AddAB inh	SUMO Mot1 rescue	HTR5A inv ag	PKA-R1A activ	Tat transport	phage Ecoli inh
CCCCC(=O)OCc1c(-c2cccc(OC)c2)ncc2ccccc12	-33	8	-11	1.8	6.1	1.1	-13	-20	-13	8	1.1
CN(C(=O)COC(=O)COc1ccc(Cl)cc1)C1CCCCC1	15	-3	-20	-1.1	-2.6	2.6	-9	-12	-1	8	4.8
COc1ccc2oc(=O)c(-c3ccccc3C(=O)N3CCOCC3)cc2c1	-5	-5	-2	3.2	0.9	4.3	61	3	9	-6	-0.8
COc1ccc(C(=O)N/N=C\C(C)=C\c2ccccc2)cc1OC	9	-1	8	1.7	-1.9	1.2	-9	-10	-8	2	4.8
Cc1ccc2c(C)nc(Nc3nc(CSc4nc5ccccc5[nH]4)cc(=O)[nH]3)nc2c1	-12	3	-10	-2.4	2.0	1.4	27	-4	1	-2	2.8
O=c1[nH]c2ccc(Cl)cc2c(=O)n1Cc1ccco1	13	-8	27	3.1	-2.9	3.2	-11	8	4	12	2.1

Other structures follow.
SMILES	MOR-DOR inv ag	PKA-R2B activ	PfHsp90 yeast 2	Ecoli viability	MOR-DOR ag	AddAB inh	SUMO Mot1 rescue	HTR5A inv ag	PKA-R1A activ	Tat transport	phage Ecoli inh
COc1ccc(CN2CCNC(=O)C2CC(=O)N(C)Cc2ccon2)c(F)c1 (centres undefined)	15	-7	-3	0.0	-2.8	1.5	0	-3	-9	3	3.0
O=C1NC(=O)/C(=C\c2cn(CC(=O)N3CCOCC3)c3ccccc23)S1	16	-5	11	-0.6	-2.6	5.2	6	-9	1	6	1.8
CCc1ccc(NC(=O)C2CCN(S(=O)(=O)c3c(C)[nH]c(=O)[nH]c3=O)CC2)cc1	13	3	-7	-1.4	-2.3	1.4	6	22	3	-3	0.4
COc1ccccc1C(=O)N(CCN(C)C)c1nc2cc(C)cc(C)c2s1	-4	1	1	1.1	0.8	1.5	4	-5	2	3	4.9
COc1ccc(-c2cc3nc(C)cc(NCCO)n3n2)cc1	0	-5	-13	1.1	0.0	-0.4	3	-5	-9	0	1.2
NS(=O)(=O)c1ccc(Sc2nc3ccccc3s2)c([N+](=O)[O-])c1	-54	2	-1	1.5	11	2.5	22	15	10	0	2.7
CCN(Cc1ccncc1)C(=O)c1cc(COc2ccc(F)cc2Cl)on1	-5	2	0	1.8	0.9	3.9	186	20	-4	1	-0.2
Cc1ccc([N+](=O)[O-])c(OCCn2cnc3ccccc32)c1	12	-14	.	0.8	-2.6	0.9	1	-33	-5	3	2.0
Cc1ccc(C(=O)NCCN2CCOCC2)cc1C	16	0	-2	-2.4	-3.0	-0.2	65	-6	0	-2	-1.1
COc1ccc(NC(=O)CN2CCN(c3ccccc3Cl)CC2)cc1	6	1	24	0.6	-1.2	0.5	33	14	-9	12	4.2
COc1ccc(Cl)cc1NC(=O)CN1C(=O)NC(Cc2c[nH]c3ccccc23)C1=O (centres undefined)	3	0	-1	-1.3	-0.6	-1.4	-5	3	-14	-17	3.0
C=CCOn1c(=O)c(-c2ccc(OC)cc2)[n+]([O-])c2ccccc21	-14	-2	10	0.8	2.4	3.3	-19	-28	0	6	2.0
Cc1ccc(-c2nnn(CC(=O)N(c3cccc(F)c3)C(C(=O)NC3CCCC3)c3ccncc3)n2)o1 (centres undefined)	10	-5	-21	-0.6	-1.6	3.0	4	1	17	5	3.3
O=C(COC(=O)c1ccco1)Nc1ccc2[nH]c(=O)[nH]c2c1	11	-4	-12	-0.7	-2.9	3.7	-2	-8	6	5	6.7
Cc1ccc(C)c(-n2c3nc(=O)[nH]c(=O)c-3cc3cc([N+](=O)[O-])ccc32)c1	3	-11	-3	-2.0	-0.5	1.5	2	0	7	-3	3.2
COc1ccc(NC(=O)c2cccc(S(=O)(=O)N3CCCC3)c2)cc1OC	11	0	13	-2.1	-2.6	0.9	22	-2	1	4	-3.2
CC(CCN1C(Nc2ccccc2)=NC[C@@H]1Cc1ccccc1)c1ccccc1 (some centres undefined)	-6	4	.	-1.2	1.1	1.6	218	10	-1	1	3.9
CSc1nc(-c2ccccc2)nn1C(=O)c1ccco1	14	-6	19	-1.0	-2.3	-0.8	-11	-6	-2	-1	-0.5
CCOCCCNC(=O)c1ccc(Cn2c(=S)[nH]c3c([nH]c4ccc(OC)cc43)c2=O)cc1	-9	-12	1	-0.2	1.7	-0.3	1	30	-10	?	4.0
O=C(Nn1cnc2ccccc2c1=O)c1cccc(Cl)c1	2	1	1	-1.5	-0.3	0.3	4	12	-3	-5	1.1
Cc1ccc(NC(=O)CCN2C(=O)c3ccccc3S2(=O)=O)cc1C	12	-6	.	1.0	-2.2	0.9	-16	8	7	4	0.5
CCNC(=O)NC(=O)CSc1nc2ccccc2n1CCOC	14	3	.	-0.6	-2.8	4.1	99	-7	-4	2	0.0
Cn1cnnc1SCc1ccc(C(=O)N/N=C(/CCC(=O)O)c2ccc(C(C)(C)C)cc2)cc1	1	6	-9	.	-0.2	.	.	-15	-2	-1	0.4
CN(C)/C=C/C(=O)c1ccc(F)cc1F	4	9	-16	-2.8	-0.8	-2.1	-10	9	-3	-2	0.5
COc1cc(C(=O)c2nccc3cc(OC)c(OC)cc23)c([N+](=O)[O-])cc1OC	-47	-4	-40	-1.1	10	-1.2	-13	-23	-10	4	-2.0
Cc1cc(OCc2ccc(C(=O)Nc3ccc(C(=O)O)cc3)o2)ccc1Cl	9	-4	6	-0.4	-1.9	-0.4	-6	9	11	-7	-1.0
Cc1c(-n2c(SCC(=O)O)nnc2-c2ccccc2Cl)c(=O)n(-c2ccccc2)n1C	-4	-6	.	-3.3	0.7	0.3	11	-11	-11	-1	1.6
CC(NCCOc1ccccc1F)C(=O)Nc1ccc(S(N)(=O)=O)cc1 (centres undefined)	5	-4	-17	0.2	-1.1	0.1	-6	1	-12	-7	0.7
O=C(/C=C/Nc1cccc(C(F)(F)F)c1)c1ccco1	9	-2	9	1.8	-1.7	4.0	-7	-17	-4	-3	6.0
CCCn1nc(NC(=O)c2ccco2)c2cc3cc(C)ccc3nc21	6	-9	-6	0.9	-1.1	0.1	-9	9	-4	-7	1.1

Sorted by value in Tat transport (low to high): 3 from the list above
Molecule | Tat transport
COc1ccc(CN2CCNC(=O)C2CC(=O)N(C)Cc2ccon2)c(F)c1 (centres undefined) | 3
Cc1ccc(-c2nnn(CC(=O)N(c3cccc(F)c3)C(C(=O)NC3CCCC3)c3ccncc3)n2)o1 (centres undefined) | 5
COc1ccc(NC(=O)CN2CCN(c3ccccc3Cl)CC2)cc1 | 12

Screening results deposited in PubChem by several laboratories.
